# HEK293 viab = GF-AFC viability counterscreen for inhibitors of alpha-synuclein gene (SNCA) expression; HEK-293-SNCA-luc viability, GF-AFC fluorescence, 24 h; Potency, µM (series often up to 57.1 µM), for inactives: top-dose activity change, negative = cytotoxicity, hits mostly cytotoxic; 150,000 tested, 0.12% active;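 note: potency is the fitted concentration of half-maximal effect; 0% = DMSO-treated cells and -100% = medium-only wells without cells; nearly all actives have a fitted effect of over 30% in size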
#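 HEK-293-SNCA-luc cells (1500/well) plated 24 h, then exposed 24 h to a dilution series; GF-AFC added 30 min at 37C, fluorescence 405/540 nm; normalised to medium-only and DMSO wells, Hill fit.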
# HEK cytotox = Cytotoxic Profiling in HEK 293 Cell Line of Diverse Libraries Using Quantitative High-Throughput Screening; HEK 293 viability, ATP luminescence (CellTiter-Glo), 48-72 h; Potency, µM (series often up to 115 µM), for inactives: at the top dose activity change, negative = cytotoxicity, hits mostly inhibitors; 94,000 tested, 6.6% active; note: potency is the fitted concentration of half-maximal effect; nearly all actives have a fitted effect of over 60% in size
#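 ATP-coupled CellTiter-Glo luminescence served as viability read-out, recorded 10 min after reagent addition at room temperature. HEK 293 cells, 250 cells/well, had been incubated with pintool-transferred compound for 48 or 72 hr at 37 degree Celsius.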
# GPT2 inh = Primary qHTS assay for inhibitors of Glutamate pyruvate transaminase 2 (GPT2) | Alanine aminotransferase 2 (Homo sapiens), Q8TD30 | Recombinant GPT2, coupled pyruvate oxidase/HRP Amplex Red fluorescence | Potency, µM (series often up to 57.7 µM), without a hit: at the top dose activity change, negative = inhibition, hits mostly inhibitors | 100,000 tested, 0.25% active; note: potency is the fitted concentration of half-maximal effect; nearly all actives have a fitted effect of over 60% in size; many of its hits are not listed in these tables
# Target sequence (Q8TD30 whole entry, looked up): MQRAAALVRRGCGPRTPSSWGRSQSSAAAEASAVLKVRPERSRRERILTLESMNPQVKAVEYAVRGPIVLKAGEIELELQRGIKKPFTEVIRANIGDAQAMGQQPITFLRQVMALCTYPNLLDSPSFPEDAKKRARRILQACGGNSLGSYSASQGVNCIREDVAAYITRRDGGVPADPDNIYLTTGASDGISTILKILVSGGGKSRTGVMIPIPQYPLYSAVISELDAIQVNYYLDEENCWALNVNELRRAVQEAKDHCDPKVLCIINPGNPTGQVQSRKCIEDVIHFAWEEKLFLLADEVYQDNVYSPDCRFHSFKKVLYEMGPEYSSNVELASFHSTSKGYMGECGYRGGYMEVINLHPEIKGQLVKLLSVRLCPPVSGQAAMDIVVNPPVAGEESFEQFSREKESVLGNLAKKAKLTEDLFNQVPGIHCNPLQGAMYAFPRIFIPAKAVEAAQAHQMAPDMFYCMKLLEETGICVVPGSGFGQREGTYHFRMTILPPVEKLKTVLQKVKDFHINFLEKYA
#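 Fluorescence of coupled pyruvate oxidase/HRP/Amplex Red system (50uM Amplex, 30 min, dark) reports pyruvate formed by GPT2. Enzyme reaction: 10ng/uL GPT2, 2mM L-alanine, 250uM a-KG, 30 min room temperature, pH 7.5; 50uM AOA control.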
# 3T3 cytotox = Cytotoxic Profiling in NIH 3T3 Cell Line of Diverse Libraries Using Quantitative High-Throughput Screening; Potency, µM (series often up to 96.7 µM), without a hit: at the highest dose activity change, negative = cytotoxicity, usual class: inhibitors; NIH 3T3 viability, CellTiter-Glo ATP luminescence, 48-72 h; 94,000 tested, 4.3% active; note: potency is the fitted concentration of half-maximal effect; nearly all actives have a fitted effect of over 55% in size
#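 NIH 3T3 cells at 400 cells/well received 23 nL of compound by pintool and were incubated 48 or 72 h at 37 °C. Viability was read as ATP-coupled CellTiter-Glo luminescence.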
# Luciferase inh = Firefly luciferase inhibition profiling of diverse chemical library using quantitative high-throughput screening | Potency, µM (doses to about 115 µM), without a hit: at the top dose activity change, negative = inhibition, actives largely listed as inhibitors | purified P. pyralis luciferase, luminescence, biochemical | AID 1347043, 2019 | 76,000 tested, 2.5% active; note: potency is the fitted concentration of half-maximal effect; nearly all actives have a fitted effect of over 65% in size
# Target sequence (P08659 whole entry, looked up): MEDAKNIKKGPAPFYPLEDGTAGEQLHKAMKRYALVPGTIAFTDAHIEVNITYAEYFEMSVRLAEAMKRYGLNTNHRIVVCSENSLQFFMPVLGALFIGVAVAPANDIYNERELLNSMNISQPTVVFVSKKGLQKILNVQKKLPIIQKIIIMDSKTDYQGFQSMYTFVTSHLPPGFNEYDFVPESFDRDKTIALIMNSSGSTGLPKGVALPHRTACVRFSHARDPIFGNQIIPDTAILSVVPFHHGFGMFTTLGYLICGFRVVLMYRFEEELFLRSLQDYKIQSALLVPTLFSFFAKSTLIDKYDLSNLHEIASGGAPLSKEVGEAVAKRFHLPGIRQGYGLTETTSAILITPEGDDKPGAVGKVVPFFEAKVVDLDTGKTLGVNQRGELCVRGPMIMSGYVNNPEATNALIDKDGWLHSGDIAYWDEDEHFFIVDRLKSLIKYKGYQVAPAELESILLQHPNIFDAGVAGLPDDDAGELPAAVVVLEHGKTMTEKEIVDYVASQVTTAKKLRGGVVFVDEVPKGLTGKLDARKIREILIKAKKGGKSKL
#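 Cell-free enzyme assay, 10nM P. pyralis luciferase, luciferin and ATP each at 10uM. Inhibition profiled over a 6-point titration, read as luminescence.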
# SNCA expr inhib = Primary qHTS assay for inhibitors of alpha-synuclein gene (SNCA) expression; HEK-293 SNCA-luciferase knock-in, luminescence, 24 h; 140,000 tested, 0.17% active; AID 1671194, 2021; Potency, µM (series often up to 57.2 µM), inactives show at the highest dose activity change, negative = inhibition, usual class: inhibitors;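 note: potency is the fitted concentration of half-maximal effect; plate controls were DMSO cells for no effect and cell-free wells for full effect; nearly all actives have a fitted effect of over 45% in size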
# IP6K1 inhibitor = Primary qHTS assay for small molecule inhibitors of Inositol hexaphosphate kinase 1 (IP6K1); IP6K1 kinase, ADP-Glo luminescence, 2 h; active compounds read low; activity change, % (series mostly up to about 58 µM); 140,000 tested, 0.81% active; Inositol hexakisphosphate kinase 1 (Homo sapiens), Q92551; in the data active = activity change below about -25%
#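 ADP-Glo luminescence measures ADP made by human IP6K1 during a 2 h RT reaction with ATP/IP6 (mix at 1.3 mM/130 uM); top library doses 57.5 and 19.1 uM final.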
# * hit, by the source's call; i = inactive; ? = inconclusive; . = no result given; & = joins results of further samples; [ ] = remark or other dose. Unless noted, calls come from the whole dose curve; as a rule, active = well fitted curve in the direction sought with a large enough effect; inconclusive = small, poorly fitted or top-dose-only effect, or another doubt; inactive = no such curve, though single readings can be large; an effect the other way counts as inactive or inconclusive. Unless noted, % is set by controls: 0 for no effect and ±100 for the full control effect. A portion of the library, so the mix of outcomes need not match the whole.
# Results follow in this order: HEK cytotox	3T3 cytotox	Luciferase inh	GPT2 inh	SNCA expr inhib	HEK293 viab	IP6K1 inhibitor
- O=C1Nc2ccc(-c3ccccc3F)cc2C(=O)N2CCN(C(=O)COc3ccccc3)C[C@H]12
    ?	?	-0.4%	?	?	-27.3%	-0.7
- COCCN1CC(CO)C2(CCN(C3CCC3)CC2)C1 (stereo not given)
    0.0%	-7.7%	6.2%	-11.1%	?	4.6%[12.5 µM]	35.6
- Cc1ccc(C(=O)N2CCCC3(CNc4ncccc4[S+](=O)([O-])N3)C2)cc1 (stereo not given)
    -20.6%	-14.8%	.	.	.	.	7.2
- CCCn1c(C)cnc1C1CCN(C(=O)NC)C1 (stereo not given)
    1.9%	-3.8%	-11.1%	-0.1%	23.1%	?	-7.0
- O=C(c1ccc(F)cc1)N1CCC2(CC1)OCC(C(=O)N1CCOCC1)N2C(=O)c1cccc(F)c1 (stereo not given)
    -18.0%	-28.1%	-12.0%	4.3%	15.9%	?	6.6
- CCC(CC)NC(=O)CCC1CCN(C(=O)c2ccccc2F)CC1
    3.6%	2.7%	-2.3%	i	13.0%	-8.5%	27.3
- Cc1ccc(CNC(=O)N2CCC(N3CC4CC(C3)[C@H]3CCCC(=O)N3C4)CC2)cc1 (stereo not given in full)
    -8.4%	i	-2.5%	i	-9.1%	1.0%	1.8
- CCOc1cccc(-c2nc(C(=O)NCc3ccccc3)cs2)c1
    ?	?	-2.1%	2.7%	13.6%	0.0%	2.0
- O=C(NCc1ccc(F)cc1)N1CCC(c2noc(-c3ccccn3)n2)C1 (stereo not given)
    -14.3%	-20.6%	-7.5%	i	-24.7%	-4.0%	-3.1
- O=c1n(CCN2CCCN([S+](=O)([O-])c3cccs3)CC2)nc2n1CCCC2
    -9.7%	-10.4%	.	.	.	.	-7.0
- Cc1c(CN2CC(=O)N(CC(C)C)CC(OCc3ccccc3F)C2)c(=O)n(-c2ccccc2)n1C (stereo not given)
    -0.3%	-7.0%	-4.2%	4.7%	-2.9%	-0.4%	3.7
- CCNC(=O)N1CCC(OC2CCN(S(C)(=O)=O)CC2)CC1
    7.4%	i	4.9%	i	-5.6%	7.0%	-1.1
- O=C(NCc1nnc2cc(-c3nc(C4CC4)no3)ccn12)C1CC1
    ?	?	0.0%	-6.6%	-13.9%	-3.5%	38.7
- O=C(COc1ccccc1Cl)c1ccc2c(c1)N(CC(=O)N1CCCC1)C(=O)CO2
    ?	-9.4%	-10.7%	-0.6%	-1.3%	-2.3%	20.9
- CCNC(=O)O[C@@H]1CO[C@H]2[C@@H]1OC[C@@H]2NS(=O)(=O)c1ccccc1C#N
    -0.7%[172 µM]	1.0%[174 µM]	1.2%[172 µM]	-7.1%[88.5 µM]	14.6%[87.6 µM]	-2.4%[87.6 µM]	-18.3
- CN(C(=O)CCc1ccsc1)C1CCCN(CCc2ccccc2)C1 (stereo not given)
    -20.8%	-10.6%	2.7%	-6.1%	-16.7%	2.0%	0.0
- COc1ccccc1CNC(=O)c1nnn2cc(C)[nH]c(=O)c12
    0.9%	-6.3%	5.7%	?	-11.0%	-0.4%	-1.7
- COc1ccc(C(=O)N2CCC3(CC2)CN[S+](=O)([O-])c2cccnc2O3)cc1
    4.8%	-5.4%	.	-8.8%	5.8%	4.6%	7.6
- O=C(CC[C@H]1NC(=O)c2ccccc2NC1=O)Nc1nc2c(s1)CCC2
    -3.6%	?	2.4%	-10.7%	10.0%	-3.8%	5.7
- O=C(CCNS(=O)(=O)c1ccc2c(c1)CCCC(=O)N2)NCc1ccccc1Cl
    .	.	.	.	2.9%	-11.4%	2.4
- Cc1ccc(NC(=O)CN2C(=O)NC3(CCOCC3)C2=O)cc1C
    7.6%	3.5%	-5.1%	-0.8%	27.3%	?	17.3
- Cc1cccc(C(=O)N2CC[C@@H](NC(=O)c3cnccn3)[C@H](O)C2)n1
    3.6%	2.2%	0.0%	-0.8%	-23.4%	1.8%	13.1
- CCN(CCNC(=O)CN1CC2CC(C1)[C@H]1CCCC(=O)N1C2)Cc1ccccc1 (stereo not given in full)
    -6.7%	-23.3%	-6.7%	i	1.4%	-1.9%	4.4
- O=C1N[C@@H]2CCN(C(=O)COc3ccccc3)[C@@H]2C(=O)N1c1ccc(Oc2ccccc2)cc1
    3.8%	?	-7.9%	0.6%	-9.6%	6.2%	13.0
- O=C(CCc1nc(CN2CCN(S(=O)(=O)c3ccc(Br)cc3)CC2)no1)N1CCCCC1
    .	.	.	.	-8.8%	9.3%	2.4
- CCOc1ccc(C(=O)N2C[C@@H](CO)[C@H](c3nc(C4CC4)no3)C2)cc1
    ?	-4.7%	1.0%	3.1%	-3.7%	5.5%	-4.2
- O=C(NC1CCCC1)c1ccc2c(c1)N(Cc1ccccc1)C(=O)c1ccccc1S2
    .	.	.	.	-21.0%	0.5%	-9.4
- COc1ccc(-c2c(C)c3cc(OC(=O)N4CCOCC4)ccc3oc2=O)cc1OC
    .	.	.	.	-8.1%	0.8%	-13.7
- COc1ccc(NC(=O)c2c(NCc3ccc(OC)c(OC)c3OC)sc3c2CCC3)c(OC)c1
    .	.	.	.	-9.0%	0.9%	-8.8
- CCOc1ccc(NC(=O)c2cc3c(n(-c4ccc(OC)cc4)c2=O)CC(C)(C)CC3=O)cc1
    .	.	.	.	14.7%	10.5%	0.2

# Record cards, as listed above. Order of values: HEK cytotox, 3T3 cytotox, Luciferase inh, GPT2 inh, SNCA expr inhib, HEK293 viab, IP6K1 inhibitor
# COc1ccc(-c2c(C)c3cc(OC(=O)N4CCOCC4)ccc3oc2=O)cc1OC is listed with ., ., ., ., -8.1%, 0.8%, -13.7
# CCCn1c(C)cnc1C1CCN(C(=O)NC)C1 (stereo not given) is listed with 1.9%, -3.8%, -11.1%, -0.1%, 23.1%, ?, -7.0
# O=C(CC[C@H]1NC(=O)c2ccccc2NC1=O)Nc1nc2c(s1)CCC2 is listed with -3.6%, ?, 2.4%, -10.7%, 10.0%, -3.8%, 5.7
# Cc1ccc(CNC(=O)N2CCC(N3CC4CC(C3)[C@H]3CCCC(=O)N3C4)CC2)cc1 (stereo not given in full) is listed with -8.4%, i, -2.5%, i, -9.1%, 1.0%, 1.8

# Pulled by structure from the entries so far (2):
# Results follow in this order: HEK cytotox	3T3 cytotox	Luciferase inh	GPT2 inh	SNCA expr inhib	HEK293 viab	IP6K1 inhibitor
- O=C(CCc1nc(CN2CCN(S(=O)(=O)c3ccc(Br)cc3)CC2)no1)N1CCCCC1
    .	.	.	.	-8.8%	9.3%	2.4
- Cc1ccc(NC(=O)CN2C(=O)NC3(CCOCC3)C2=O)cc1C
    7.6%	3.5%	-5.1%	-0.8%	27.3%	?	17.3

# Copied from the list.
# Entry for O=C(NC1CCCC1)c1ccc2c(c1)N(Cc1ccccc1)C(=O)c1ccccc1S2 under HEK293 viab: 0.5%
# Entry for CCNC(=O)N1CCC(OC2CCN(S(C)(=O)=O)CC2)CC1 under HEK293 viab: 7.0%
# Entry for O=C(CCc1nc(CN2CCN(S(=O)(=O)c3ccc(Br)cc3)CC2)no1)N1CCCCC1 under IP6K1 inhibitor: 2.4

# Later entries
# Results follow in this order: HEK cytotox	3T3 cytotox	Luciferase inh	GPT2 inh	SNCA expr inhib	HEK293 viab	IP6K1 inhibitor
- COc1ccc(Cl)cc1NC(=O)c1sc2nc3c(cc2c1N)CN(C)CC3
    .	.	.	.	26.7%	21.1%	7.3
- CC(C)CC(=O)Nc1ccnn1C1CCN(C(=O)c2cc(-c3ccccc3)n[nH]2)CC1
    4.1%	-8.9%	-5.1%	-0.8%	-24.7%	-4.8%	11.2
- O=C(O)CCC(=O)N[C@H]1CO[C@H]2[C@@H]1OC[C@@H]2Nc1nccc(-c2ccco2)n1
    3.6%[172 µM]	2.1%[174 µM]	11.1%[172 µM]	0.8%[88.5 µM]	-5.5%[87.6 µM]	4.9%[87.6 µM]	9.5
- Cc1c(C(=O)Nc2cccc(Cl)c2)oc2ccc(S(=O)(=O)N3CCCCCC3)cc12
    .	.	.	.	18.7%	-6.6%	14.0
- COc1ccc(CN2CCNC(=O)C2CC(=O)N2CCCC2)c(C)c1C (stereo not given)
    i	i	-0.8%	1.4%	16.4%	5.7%	8.7
- O=C(NC1CC(=O)N(c2cccc(F)c2)C1)c1ccc(S(=O)(=O)N2CCOCC2)cc1 (stereo not given)
    .	.	.	.	-9.1%	7.6%	-4.8
- O=C1c2ccccc2-c2n[nH]c3cccc1c23
    .	.	.	4.5%	24.4%&39.2%	?	.
- COCC(=O)N[C@@H]1CN(Cc2ccc(F)cc2Cl)C[C@H]1CO
    -1.9%	-6.3%	-8.1%	i	7.9%	8.7%	-3.5
- CCN1CC2(CCN(C(=O)CC(N)c3ccc(OC)c(OC)c3)CC2)CC1=O (stereo not given)
    -14.5%	-9.6%	9.1%	?	1.8%	13.5%	2.1
- COc1ccc2ccc(OCc3nc(C(=O)N(C)CC4COCCO4)co3)cc2c1 (stereo not given)
    ?	?	?	-22.5%	9.6%	3.5%	-6.8
- COc1cccc(S(=O)(=O)N2C[C@@H](Oc3cccnc3)C[C@H]2C(=O)NC2CC2)c1
    4.5%	i	-0.8%	i	22.2%	4.9%	4.2
- COc1ccccc1-c1onc(C)c1C(=O)NCc1ccc(Cl)cc1
    -27.2%	-28.6%	-7.8%	i	5.0%	-10.5%	0.6
- COc1cccc(-c2cc3c(=O)n(CCNC(=O)c4ccc5cc[nH]c5c4)ccn3n2)c1
    ?	-1.1%	-12.1%	?	7.8%	-2.3%	-16.3
- CCOc1ccc(NC(=O)CN2C(=O)NC(c3ccccc3OCC)C3=C2COC3=O)cc1 (stereo not given)
    -5.2%	-12.7%	-17.3%	3.9%	-12.2%	4.6%	6.2
- Cc1c(CC(=O)NC2CCOCC2)c2c(n1Cc1ccc(F)cc1)CCCC2=O
    -9.7%	-21.8%	-0.6%	?	-22.0%	-2.3%	9.0
- COCCN1C(=O)CS(=O)(=O)C12CCN(C(=O)c1cccc(OC)c1C)CC2
    -6.6%	5.0%	0.0%	-5.4%	?	11.1%	-5.6
- COc1ccc(C(=O)N2CC[C@H]3CC(=O)N(CCc4cnc[nH]4)CC[C@H]3C2)cc1
    -21.8%[172 µM]	-19.3%[138 µM]	-9.9%[172 µM]	4.9%[88.5 µM]	12.9%[87.6 µM]	6.8%[87.6 µM]	7.4
- COc1cccc(CN2CC[C@@H]3C(=O)NCCCCCCN(Cc4ccncc4)[C@@H]3C2)c1OC
    -23.2%	-24.0%	-6.2%	i	-2.4%	?	10.9
- CCc1cc2c(-c3ccccc3)cc(=O)oc2c2c1OCN(Cc1ccc(C)cc1)C2
    .	.	.	.	35.1%	?	-8.8

# Compound activity deposited in PubChem BioAssay by National Center for Advancing Translational Sciences (NCATS).
